D1 ag: agonists of human D1 dopamine receptor; 360,000 tested, 1% active; activation, % at 2 µM; HEK293 T-REx D1 cells, calcium flux, agonist mode; P21728; further: 0% is about no effect
Target sequence (P21728 whole entry, looked up): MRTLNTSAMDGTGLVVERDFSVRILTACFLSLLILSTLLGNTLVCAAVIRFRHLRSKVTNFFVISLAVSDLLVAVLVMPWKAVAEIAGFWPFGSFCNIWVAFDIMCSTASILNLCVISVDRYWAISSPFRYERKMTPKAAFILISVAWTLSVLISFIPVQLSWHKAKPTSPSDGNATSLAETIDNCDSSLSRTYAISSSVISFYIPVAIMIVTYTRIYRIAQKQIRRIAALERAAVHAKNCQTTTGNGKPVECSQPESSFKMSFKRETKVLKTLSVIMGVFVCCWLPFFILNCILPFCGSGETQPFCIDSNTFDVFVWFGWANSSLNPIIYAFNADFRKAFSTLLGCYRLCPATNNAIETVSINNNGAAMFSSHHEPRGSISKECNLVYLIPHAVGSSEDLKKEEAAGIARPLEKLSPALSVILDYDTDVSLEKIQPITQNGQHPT
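Inducible HEK293 T-REx D1 cells, force-coupled to calcium signalling, were plated at 4000 cells/well with tetracycline and held overnight at 30 C. After no-wash calcium dye loading, compound-evoked calcium rise over 180 s flagged agonists.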
D1 antagonist: antagonists of human D1 dopamine receptor. P21728. HEK293 TREx D1 cells, calcium flux, dopamine EC80; stronger effect = lower value. activity change, negative = inhibition, % at 10 µM. 360,000 tested, 3.2% active. AID 504652; in the data active means activity change below about -30%; further: on the % scale 0 is the no-effect control and ±100 the full control effect
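Kinetic fluorescence of a calcium dye serves as the read-out. D1-expressing Hek293 Trex cells, induced overnight at 30 C, are exposed to compound for 180 s before an EC80 dopamine addition, then read 180 s further.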
TRHR ag: agonists of human TRH receptor; P34981; TRHR cells, calcium flux fluo-8, FDSS agonist mode; activation, % at 2 µM; 360,000 tested, 0.18% active; further: 0% is about no effect
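Read-out: compound-evoked intracellular calcium rise in TRHR cells, fluo-8 dye, kinetic FDSS fluorescence at 1 s/cycle following a 10-cycle baseline. Cells cultured overnight before dye loading (30 min–1.5 h, RT).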
TRHR enhancer: allosterically enhances the human TRH receptor; 360,000 tested, 0.66% active; P34981; enhancement, % at 2 µM; AID 493056; TRHR cells, fluo-8 calcium fluorescence, EC20 TRH enhancement; in the data active means enhancement above about 30%; further: 0% is about no effect
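TRHR-expressing cells loaded with fluo-8 calcium dye were read kinetically (ex 480/em 530) during compound addition, then stimulated with an EC20 of TRH (10 nM final). Enhancement of the Gq-mediated intracellular calcium response was scored.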
D2 antagonist: antagonists of human D2 dopamine receptor; P14416; HEK293 TREx D2 cells, calcium flux, dopamine EC80; inhibition, % at 10 µM; 340,000 tested, 2% active; in the data active means inhibition above about 30%; further: 0% is about no effect
Target sequence (P14416 whole entry, looked up): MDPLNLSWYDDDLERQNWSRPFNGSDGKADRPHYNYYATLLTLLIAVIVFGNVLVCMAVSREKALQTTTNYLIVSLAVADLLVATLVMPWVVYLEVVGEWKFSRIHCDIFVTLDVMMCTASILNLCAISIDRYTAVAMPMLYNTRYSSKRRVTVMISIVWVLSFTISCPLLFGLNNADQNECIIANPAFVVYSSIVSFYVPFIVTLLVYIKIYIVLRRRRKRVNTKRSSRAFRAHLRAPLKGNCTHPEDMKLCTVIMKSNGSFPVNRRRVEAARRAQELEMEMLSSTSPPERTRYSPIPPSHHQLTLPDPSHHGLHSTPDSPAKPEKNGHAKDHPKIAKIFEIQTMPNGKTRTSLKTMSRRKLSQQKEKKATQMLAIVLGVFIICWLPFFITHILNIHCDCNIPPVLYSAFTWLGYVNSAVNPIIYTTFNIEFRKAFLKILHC
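Tetracycline-induced HEK293 T-REx cells expressing D2 force-coupled to calcium signalling were dye-loaded, exposed to compound for 180 s, then challenged with an EC80 of dopamine; calcium flux was followed kinetically for a further 180 s.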
RXFP1 antag: blocks the human relaxin receptor RXFP1; 350,000 tested, 0.59% active; Q9HBX9; activity change, negative = inhibition, % at 57.5 µM; HEK293-RXFP1, relaxin-stimulated cAMP HTRF, 30 min; stronger effect = lower value;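 active means activity change of -60% or lower, but not beyond a set lower limit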; further: on the % scale 0 is the no-effect control and ±100 the full control effect
D2 potentiator: positive allosteric modulators of human D2 dopamine receptor. 340,000 tested, 0.34% active. potentiation, % at 10 µM. HEK293 T-REx D2, calcium flux, EC20 dopamine potentiation. P14416;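 active means potentiation over 3 SD above the plate norm, cut at about 30% in these data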; further: 0% is about no effect
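Using a no-wash calcium dye in inducible, force-coupled HEK293 Trex cells expressing D2, we tracked fluorescence each second for 180 s after compound, then for 180 s after EC20 dopamine to detect augmented signalling.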
D1 PAM: potentiators of human D1 dopamine receptor; P21728; HEK293 TREx D1 cells, calcium flux, dopamine EC20 potentiation; potentiation, % at 10 µM; 360,000 tested, 0.036% active; AID 504651; in the data active means potentiation above about 30%; further: 0% is about no effect
D2 agonist: agonists of human D2 dopamine receptor. P14416. HEK293 T-REx D2 cells, calcium flux agonist mode. activation, % at 2 µM. 340,000 tested, 0.53% active;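 active means activation over 3 SD above normal in the single-dose calcium agonist read, cut at about 30% in these data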; further: 0% is about no effect
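Calcium-flux readout, 1 cycle/sec over 180 s following compound pin transfer, in inducible HEK293 Trex D2 cells (force-coupled); dopamine controls included. Positive calcium responses during this window marked compounds as potential agonists.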
Active calls of the source: *; . = no result given; & = joins results of further samples; ! = not active in a repeat. Unless noted, no stated cut-off is given here; in the data, active means activation above about 30%; inactive means the rest.

SMILES | D1 ag | D1 antagonist | TRHR ag | TRHR enhancer | D2 antagonist | RXFP1 antag | D2 potentiator | D1 PAM | D2 agonist
C=CCn1c(SCC(=O)Nc2ccccc2OC)nc2c([nH]c3ccccc32)c1=O | 5 | 2 | -0.1 | 15 | -7 | 5 | -1 | -4 | 0.1
Cn1nnc2c(N3CCN(c4cccc(Cl)c4)CC3)ncnc21 | 1 | . | 0.0 | 1 | . | -15 | 7 | -2 | -0.5
CC(=O)c1ccc(NC(=O)Nc2ccc(Cl)cc2)cc1 | 30 | -35* | -0.5 | -4 | 22 | -9 | -6 | -5 | 3.3
CCN1C(=O)/C(=C/N2CCc3ccccc32)SC1=S | 2 | -19 | 0.9 | 1 | 2 | -2 | -6 | 0 | 0.9
Cc1ccc(S(=O)(=O)CC(=O)Nc2c(C)n(C)n(-c3ccccc3)c2=O)cc1 | 4 | -4 | 0.1 | 1 | 12 | -11 | -9 | 3 | 0.4
CC(=O)c1ccc(N2CCN(c3ccc(NC(=O)c4cccs4)cc3C(=O)O)CC2)cc1 | 3 | 9 | -0.1 | -1 | . | -5 | 6 | -2 | .
CC(=O)N1c2ccc(S(=O)(=O)N3CCCC3C(=O)NCc3ccc(Cl)cc3)cc2CC1C (configuration not stated) | 3 | 1 | -0.3 | -2 | -12 | -18 | -2 | -4 | -0.5
CN(CCO)CCOCCOc1cccc2ccccc12 | 2 | -6 | 1.4 | -11 | 14 | 6 | -2 | 2 | -4.6
CN1CCN(C(=O)c2cc(COc3c(F)cccc3F)on2)CC1c1ccccc1 (configuration not stated) | 1 | -7 | 0.3 | -5 | -7 | -21 | -5 | -4 | -0.8
CC(C)(C)c1ccc(/C=C2\SC(=O)N(CCNC(=O)c3cccc(S(=O)(=O)N4CCOCC4)c3)C2=O)cc1 | 7 | -1 | -0.2 | 3 | -8 | 5 | 8 | -4 | -1.7
CCOCCCn1c(SCC(=O)Nc2ccccc2OC)nc2ccccc2c1=O | 4 | -14 | -0.6 | -2 | -4 | 0 | 0 | -4 | 0.7
Cc1onc(C(=O)NCc2cccs2)c1[N+](=O)[O-] | -1 | -11 | -0.1 | -1 | 18 | -6 | 4 | -10 | 1.4
Cc1nc2cc(N3CCCCC3)c(NC(=O)c3ccncc3)cc2c(=O)n1Cc1ccc(Cl)cc1 | 1 | -1 | 0.8 | 7 | 4 | . | -3 | -5 | 0.1
CCCn1cc(S(=O)(=O)c2cccc(Cl)c2)c(=O)c2cc(F)c(N3CCN(CC)CC3)cc21 | 11 | 0 | -0.8 | 5 | . | 1 | -9 | -3 | -1.2
O=C(O)c1cn(-c2ccccc2)nc1-c1ccncc1 | 2 | -18 | 1.6 | -5 | 1 | 7 | -6 | -9 | 0.7
CCOC(=O)c1cnn(-c2nc3sc4c(c3c(=O)[nH]2)CCCC4)c1N | 1 | 16 | 0.3 | -5 | -12 | . | -4 | 0 | 1.8
O=C(Nc1ccc(N2CCN(C(=O)c3ccccc3)CC2)cc1)c1ccc2c(c1)OCCO2 | 13 | -10 | 0.4 | -4 | . | 5 | . | 0 | .
N#Cc1nc(COc2ccc(Cl)cc2)oc1N1CCCCCC1 | 8 | 2 | 0.5 | -3 | -15 | 1 | -13 | 6 | -1.3
CC1CCCN(C(=O)CCNS(=O)(=O)c2ccc(Br)cc2)C1 (configuration not stated) | 10 | -27 | -0.4 | 18 | -18 | -3 | 11 | -3 | 0.1
COc1cccc(NC(=O)CNC(C)CCC(C)C)c1 (configuration not stated) | 5 | 3 | 0.1 | -3 | -12 | -11 | -12 | -6 | -1.7
COc1ccc(CCNC(=O)/C=C/c2ccco2)cc1OC | -1 | 4 | 0.0 | -4 | 0 | -5 | 10 | 10 | 1.0
CN(CCN1CCOCC1)C(=O)c1cc(COc2ccc(F)c(F)c2)on1 | 2 | -11 | -0.1 | 4 | 10 | 2 | -27 | 0 | 0.4
c1ccc(-c2noc(CC3CCCCC3)n2)nc1 | 1 | -1 | -2.6 | -2 | -8 | -1 | 7 | -3 | -2.8
CSc1ccc(CN2CCCC(CO)(Cc3ccccc3)C2)cc1 (configuration not stated) | 7 | -7 | 2.1 | -3 | 51* | -21 | -27 | 1 | 0.0
Cc1ccc(C(=O)C[n+]2cccc(C(N)=O)c2)cc1 | 2 | 13 | 0.3 | -2 | -8 | -4 | 7 | -11 | -0.1

An excerpt from above in order of the D1 PAM value, largest number first.
molecule	D1 PAM
CSc1ccc(CN2CCCC(CO)(Cc3ccccc3)C2)cc1 (configuration not stated)	1
CN(CCN1CCOCC1)C(=O)c1cc(COc2ccc(F)c(F)c2)on1	0
CC(=O)c1ccc(N2CCN(c3ccc(NC(=O)c4cccs4)cc3C(=O)O)CC2)cc1	-2
c1ccc(-c2noc(CC3CCCCC3)n2)nc1	-3
CC(C)(C)c1ccc(/C=C2\SC(=O)N(CCNC(=O)c3cccc(S(=O)(=O)N4CCOCC4)c3)C2=O)cc1	-4
Cc1nc2cc(N3CCCCC3)c(NC(=O)c3ccncc3)cc2c(=O)n1Cc1ccc(Cl)cc1	-5
O=C(O)c1cn(-c2ccccc2)nc1-c1ccncc1	-9

(more compounds)
SMILES | D1 ag | D1 antagonist | TRHR ag | TRHR enhancer | D2 antagonist | RXFP1 antag | D2 potentiator | D1 PAM | D2 agonist
CCC(Sc1nc2cc(OC)c(OC)cc2c(=O)n1Cc1ccc(OC)cc1)C(=O)NCCOC (configuration not stated) | -1&1 | 6&9 | -0.7&-0.4 | -2&3 | -1 | -5&1 | 31*! | -3&-3 | -0.2&0.3
CCOc1ccc(C(=O)N2CCc3ccccc32)cc1OCC | 1 | 2 | 0.2 | -6 | 18 | -1 | 9 | 1 | 0.4
O=C(Nc1ccc(Cl)cc1)C1C2C=CC3(O2)C1C(=O)N(CCCN1CCCCC1)C3C(=O)NC1CCCCC1 (configuration not stated) | 1 | -10 | 0.3 | -4 | 4 | 0 | -5 | -6 | -0.2
C=CCNS(=O)(=O)c1cccc2cc(C(=O)O)c(O)cc12 | 6 | -3 | 0.5 | -4 | 0 | 30 | 4 | -3 | -0.7
C[C@]12CC[C@@H]3c4ccc(O[C@@H]5O[C@H](C(=O)O)[C@@H](O)[C@H](O)[C@H]5O)cc4CC[C@H]3[C@@H]1C[C@@H](O)[C@@H]2O | 1 | 1 | -0.5 | 3 | -24 | . | 8 | 2 | -0.8
O=C(COC(=O)Cc1cccc2ccccc12)Nc1ccccc1-c1ccccc1 | 22 | 12 | -0.3 | -14 | . | -12 | . | 4 | .
COc1cc(NC(=O)C2C3CCC(O3)C2C(=O)O)cc(OC)c1 (configuration not stated) | 2 | 9 | 0.6 | 2 | -14 | -10 | -8 | 1 | 0.5
Cc1noc2ncnc(Oc3cc(Cl)ccc3Cl)c12 | -2 | . | -2.4 | 15 | . | 0 | . | 1 | .
CC1(C)CC(=O)C(C=NCCCO)=C(O)C1 | 1 | 8 | 0.1 | -4 | 5 | 12 | -4 | -4 | 1.0
O=C(c1cc(Br)ccc1Cl)N1CCN(c2ncccn2)CC1 | 2 | 4 | -0.6 | 0 | 9 | 1 | 2 | 11 | 0.5
CN1CCN(C(=O)/C(C#N)=C/c2ccc(OC(F)F)cc2)CC1 | 1 | 13 | 0.4 | 7 | 20 | -12 | 9 | 0 | 0.1
CCc1ccc(CN2CCCC(CCC(=O)N3CCN(c4ccccn4)CC3)C2)o1 (configuration not stated) | 1 | -8 | 0.2 | -7 | -22 | -6 | -17 | 3 | 25
CCOC(=O)c1nc2cc3n(c(CC(C)C)c-2c1C)CC(C)=C3C | 0 | -14 | 0.1 | -11 | 11 | 0 | -11 | -5 | -0.1
Cc1c(NC(=O)NCCN2C(=O)C3C4C=CC(C4)C3C2=O)c(=O)n(-c2ccccc2)n1C (configuration not stated) | 3 | -29 | 1.1 | 8 | 6 | 20 | -10 | 0 | 0.8
COC(=O)CSc1ccc(S(=O)(=O)N2CCCCCC2)cc1[N+](=O)[O-] | 3 | -24 | -1.2 | -7 | 7 | -1 | 9 | -4 | -2.0
CC(=O)c1cc(-c2ccccc2)n(CC(=O)NC(C)(C)C)c1C | 0 | -7 | 0.6 | -4 | 1 | 2 | -7 | -2 | 0.0
CCN1C(=O)C(CC(=O)Nc2ccccc2)S/C1=N\c1ccccn1 (configuration not stated) | 1 | -9 | 0.2 | 1 | -21 | 2 | -14 | -5 | -1.9
CC(C)(C)c1ccc(S(=O)(=O)CC(O)CSc2nc3c(cc2C#N)CCCC3)cc1 (configuration not stated) | 19 | 3 | 1.0 | -2 | -2 | -13 | -1 | 0 | 1.1
COc1ccccc1NC(=O)C(C/C=C(/C)Cl)C(C)=O (configuration not stated) | -1 | -6 | -0.2 | 12 | 7 | -1 | 2 | -1 | -0.5
COCCC(=O)NC12CC3CC(CC(C3)C1)C2 | 4 | -1 | 0.0 | -1 | 1 | -4 | 25 | 4 | -0.9
CC1(C)NC(=O)N(CN2C(=O)NC(C)(C)C2=O)C1=O | 4 | -3 | -0.3 | 0 | -12 | 7 | 1 | -1 | 0.6
O=C(NC(=S)Nc1ccc(NC(=O)c2cccs2)cc1)c1cc2ccccc2o1 | 2 | -6 | -0.3 | 5 | 4 | -2 | 2 | 6 | -0.8

4 entries from above in another layout:
Below each SMILES: D1 ag, D1 antagonist, TRHR ag, TRHR enhancer, D2 antagonist, RXFP1 antag, D2 potentiator, D1 PAM, D2 agonist
- O=C(O)c1cn(-c2ccccc2)nc1-c1ccncc1
  2, -18, 1.6, -5, 1, 7, -6, -9, 0.7
- CCOC(=O)c1cnn(-c2nc3sc4c(c3c(=O)[nH]2)CCCC4)c1N
  1, 16, 0.3, -5, -12, ., -4, 0, 1.8
- O=C(Nc1ccc(N2CCN(C(=O)c3ccccc3)CC2)cc1)c1ccc2c(c1)OCCO2
  13, -10, 0.4, -4, ., 5, ., 0, .
- N#Cc1nc(COc2ccc(Cl)cc2)oc1N1CCCCCC1
  8, 2, 0.5, -3, -15, 1, -13, 6, -1.3

Assay outcomes deposited in PubChem by National Center for Advancing Translational Sciences (NCATS).
